Screens deposited in PubChem by Sanford-Burnham Center for Chemical Genomics.
CCR6 antag: antagonists of human CCR6 receptor | CHO-K1 CCR6 PathHunter beta-arrestin, luminescence, CCL20-stimulated | inhibition, % at 20 µM | hit rate 0.49% among 340,000;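 active = compounds whose inhibition of the agonist-driven luminescence signal at 20 µM reaches about 50%, limit read from the data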;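 also: cells stimulated with CCL20 at 14 nM final; plate controls were DMSO with CCL20 for no effect and DMSO without agonist for full effect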
CXCR6 block: inhibitors of human CXCR6 receptor; CHO-K1 PathHunter CXCR6 beta-arrestin, luminescence; inhibition, % at 20 µM; O00574; AID 602244; hit rate 0.36% among 360,000; in the data active = inhibition above about 34%, passing the limit was not always enough;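 also: antagonist mode with CXCL16 agonist at 10 nM final; 0% = 10 nM CXCL16 with DMSO and 100% = unstimulated wells without agonist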
UBC13 polyUb: blocks human UBC13 polyubiquitin chain formation. P61088. TR-FRET. inhibition, % at 20 µM. hit rate 0.47% among 330,000. AID 485273; in the data active = inhibition above about 45%, passing the limit was not always enough
Target sequence (P61088 whole entry, looked up): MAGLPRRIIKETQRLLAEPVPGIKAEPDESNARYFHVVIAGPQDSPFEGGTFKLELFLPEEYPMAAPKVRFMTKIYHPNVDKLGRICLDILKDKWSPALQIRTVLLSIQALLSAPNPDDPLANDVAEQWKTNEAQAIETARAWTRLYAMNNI
Gli-Sufu antag: blocks Gli-Sufu signaling in a luciferase reporter. Sufu-KO-LIGHT fibroblasts, Gli luciferase reporter luminescence. inhibition, % at 5 µM. hit rate 0.74% among 340,000;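 active = inhibition above about 55%, limit read from the data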;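 also: 0% = DMSO-treated cells and 100% = wells with medium but no cells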
EBI2 block: blocks human EBI2 receptor beta-arrestin signaling | EBI2 beta-arrestin recruitment, luminescence, 7a,25-OHC stimulated | hit rate 0.81% among 360,000 | inhibition, % at 5 µM | P32249; in the data active = inhibition above about 38%;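 also: enzyme fragment complementation signal reports receptor beta-arrestin coupling in cells; 0% = agonist plus DMSO wells and 100% = wells without agonist; some results beyond the cut were filed as inactive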
Target sequence (P32249 whole entry, looked up, the tested form may be a part): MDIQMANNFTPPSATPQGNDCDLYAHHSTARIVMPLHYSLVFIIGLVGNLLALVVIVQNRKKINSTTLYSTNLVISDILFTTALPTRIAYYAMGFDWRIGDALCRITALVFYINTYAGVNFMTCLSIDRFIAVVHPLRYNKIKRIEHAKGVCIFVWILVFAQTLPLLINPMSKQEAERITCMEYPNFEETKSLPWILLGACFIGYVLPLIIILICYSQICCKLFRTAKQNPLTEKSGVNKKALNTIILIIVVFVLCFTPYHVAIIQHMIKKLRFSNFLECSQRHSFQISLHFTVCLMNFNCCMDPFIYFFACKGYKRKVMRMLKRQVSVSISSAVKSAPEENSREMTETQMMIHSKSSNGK
APJ antag: antagonists of human APJ apelin receptor; hit rate 0.32% among 330,000; AID 2521; inhibition, % at 20 µM; CHO-K1 APJ beta-arrestin complementation, luminescence; P35414;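 active = inhibition above about 40% at 20 µM, limit read from the data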;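 also: cells challenged with 10 nM apelin-13 agonist together with compound; plate controls were apelin-13 plus DMSO wells for no effect and DMSO wells lacking apelin-13 for full effect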
ATG4B inh: ATG4B (human) cysteine protease inhibition; Q9Y4P1; ATG4B cleavage of LC3-PLA2, NBD-HPC fluorescence, 1 h; inhibition, % at 8.33 µM; hit rate 0.51% among 340,000; in the data active = inhibition above about 40%
Target sequence (Q9Y4P1 whole entry, looked up): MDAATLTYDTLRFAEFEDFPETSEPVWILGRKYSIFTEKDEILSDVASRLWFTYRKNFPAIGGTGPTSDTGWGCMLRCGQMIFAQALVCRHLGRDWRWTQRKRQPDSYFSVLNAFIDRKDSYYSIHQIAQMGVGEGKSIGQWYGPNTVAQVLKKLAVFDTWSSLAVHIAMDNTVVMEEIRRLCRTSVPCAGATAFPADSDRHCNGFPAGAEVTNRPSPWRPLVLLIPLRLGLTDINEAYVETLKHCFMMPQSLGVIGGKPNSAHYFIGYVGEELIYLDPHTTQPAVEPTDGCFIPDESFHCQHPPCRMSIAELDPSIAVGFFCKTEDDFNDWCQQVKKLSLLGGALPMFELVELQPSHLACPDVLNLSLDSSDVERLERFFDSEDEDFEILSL
APJ ag: activates the human apelin receptor APJ | hit rate 0.11% among 330,000 | CHO-K1 APJ PathHunter beta-arrestin, luminescence; 0% DMSO wells, 100% apelin | activation, % at 20 µM | AID 2520;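 active = activation more than six SD over the plate average, tested at 20 µM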;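 also: 0% = DMSO alone and 100% = apelin-13 at 10 nM; some results filed as inactive read as strong as hits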
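Assay system: CHO-K1 cells stably expressing ProLink-tagged human APJ and arrestin–beta-gal acceptor. Compound dosing: 20 µM single point, 1% DMSO. Times: 16-18 h seeding, 90 min dark compound exposure, 60 min detection. Detection: beta-gal luminescence. Evaluation: APJ–arrestin association signal. Controls: negative DMSO alone, positive Apelin-13 at 10 nM.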
The depositor's hits bear a star; · = no result given.

SMILES	CCR6 antag	CXCR6 block	UBC13 polyUb	Gli-Sufu antag	EBI2 block	APJ antag	ATG4B inh	APJ ag
Cc1[nH]nc(NCCO)c1[N+](=O)[O-]	-2.8	-1.5	-5.8	0.7	-3.8	10.0	-1.8	-0.8
COC(=O)CN1C(=O)[C@H]2[C@@H](c3ccc(C)o3)N3C(=O)CN(Cc4ccccc4)C(=O)[C@@]3(C)[C@H]2C1=O	-2.7	10.8	-15.5	-6.8	-7.6	9.0	0.6	7.9
CCCCOC(=O)Nc1ccc(C(=O)OC)cc1	37.4	0.0	-3.8	-26.3	5.5	7.1	0.9	-3.2
CCc1nc2ccccc2c(=O)n1/N=C/c1ccc(OC)cc1	7.7	3.7	-6.7	2.7	11.8	10.5	11.0	1.0
CC(C)CCNCC(=O)NC(c1ccccc1)c1ccccc1	2.7	1.7	-7.5	2.4	2.9	15.8	-4.7	-1.8
CCNS(=O)(=O)c1c(C)cc(C)c(N(C)S(=O)(=O)c2ccccc2)c1C	4.2	-4.3	8.6	1.3	0.3	10.5	0.5	-1.3
CCc1cc(C=NC2CCCCC2)c(O)s1	3.2	-1.3	-2.0	-37.4	-0.6	9.4	14.8	-6.2
COc1ccc(C(=O)n2nc(C)cc2C)cc1OC	-6.5	-8.2	-6.7	0.4	4.6	12.5	3.0	-2.4
CCCCC(=O)Nc1nnc(SCC(=O)NC2CC2)s1	5.5	-4.4	6.1	-6.8	-3.8	1.8	-2.1	-3.2
Nc1ncnc2c1ncn2-c1ccccc1Cl	-6.3	-0.6	·	-0.8	-3.3	·	-3.4	·
COc1ccc(CCN(C)C(=O)Cc2ccc(-c3ccccc3)cc2)cc1OC	12.5	-0.2	-10.2	59.6*	3.8	2.0	-4.0	6.4
O=C(NCC1CCCCC1)c1cc(S(=O)(=O)N2CCCCC2)ccc1Cl	8.3	7.6	6.4	0.1	1.2	-10.4	0.9	-3.5
CCOc1ccc(NC(=O)c2ccc(NC(=O)COC(=O)Cc3ccc(OC)cc3)cc2)cc1	6.0	2.4	-10.6	-86.3	-13.0	-14.7	-5.6	-2.6
CCCC1=C(C(=O)OCC)C(c2ccncc2)n2ncnc2N1 (centres undefined)	1.6	-0.9	7.2	0.1	-17.9	23.8	-2.9	-3.9
COc1cccc(CN2CC(C(=O)NCCn3cccn3)CCC2=O)c1 (centres undefined)	6.7	-10.7	2.4	-19.7	-11.0	13.2	-4.5	0.6
Cc1cc2nnc(SCC(=O)N3CCN(c4ccccc4)CC3)n2c(N)n1	-0.1	2.3	5.5	-2.1	-7.4	-6.0	-0.6	-3.2
Cc1[nH]n(-c2ccccc2)c(=O)c1C(=O)Nc1ccccc1	2.5	-7.3	2.8	-7.1	11.2	25.6	-9.1	-2.3
CC(/C=N/Nc1nnc2c(n1)[nH]c1ccccc12)=C\c1ccco1	0.0	19.0	-18.5	-12.6	9.5	-13.5	11.4	-3.6
CN(C1CCCCC1)S(=O)(=O)c1ccc2c(c1)c(=O)c(C(=O)NCCN1CCCC1)cn2C	4.5	5.1	11.1	2.8	-4.8	-51.9	-1.4	-5.6
Cc1cc(C(=O)OCC(=O)N2CC(=O)Nc3ccccc32)c(C)n1-c1ccccc1	9.4	4.6	2.4	-17.1	9.1	5.2	-12.2	-4.0

Sorted by formula weight (largest number first): 4 of the compounds above
SMILES	CCR6 antag	CXCR6 block	UBC13 polyUb	Gli-Sufu antag	EBI2 block	APJ antag	ATG4B inh	APJ ag
CN(C1CCCCC1)S(=O)(=O)c1ccc2c(c1)c(=O)c(C(=O)NCCN1CCCC1)cn2C	4.5	5.1	11.1	2.8	-4.8	-51.9	-1.4	-5.6
CCNS(=O)(=O)c1c(C)cc(C)c(N(C)S(=O)(=O)c2ccccc2)c1C	4.2	-4.3	8.6	1.3	0.3	10.5	0.5	-1.3
CCCC1=C(C(=O)OCC)C(c2ccncc2)n2ncnc2N1 (centres undefined)	1.6	-0.9	7.2	0.1	-17.9	23.8	-2.9	-3.9
Nc1ncnc2c1ncn2-c1ccccc1Cl	-6.3	-0.6	·	-0.8	-3.3	·	-3.4	·

Later entries.
SMILES	CCR6 antag	CXCR6 block	UBC13 polyUb	Gli-Sufu antag	EBI2 block	APJ antag	ATG4B inh	APJ ag
O=C(Nc1ccc2nc(-c3cccs3)[nH]c2c1)c1ccco1	1.7	-7.3	-4.8	-16.0	-12.6	-3.5	-25.2	2.3
COc1ccccc1CNC(=O)N1CCN(S(=O)(=O)c2ccccc2)CC1	1.4	-10.1	5.8	-5.9	1.4	0.9	4.2	-1.1
CN(C(=O)CSc1nnc(-c2ccccc2)o1)c1c(N)n(Cc2ccccc2)c(=O)[nH]c1=O	2.3	5.0	3.6	-4.7	-9.3	7.8	-3.7	-1.9
CCOc1cc2c3c(c1)C(C)=CC(C)(C)N3C(=O)C2=O	8.1	7.9	-42.9	5.2	-22.1	16.5	5.1	-0.4
CCO[C@H]1OC(C(=O)NCc2nc3ccccc3[nH]2)=C[C@@H](C2CC2)[C@@H]1CCCO	5.7	-5.7	-0.9	14.8	-3.7	17.8	-7.3	-7.1
O=C1NC(=O)C(c2ccc(F)cc2)N1 (centres undefined)	-5.1	-6.3	-6.8	29.0	-4.6	15.6	-3.1	-1.1
Cc1ccc(C(=O)NNC(=O)C2CCN(C(=O)OC(C)(C)C)CC2)cc1	5.7	-0.3	-3.3	26.0	-3.7	11.3	2.3	-3.3
CCCCNC(=O)c1nc2ncc(Br)cn2n1	-7.4	-7.2	6.3	-4.5	-3.0	21.9	1.7	-1.1
COc1ccc(Cl)cc1NC(=O)C(C)OC(=O)C1=NNC(=O)CC1 (centres undefined)	10.6	1.8	7.2	13.6	-3.0	-5.2	1.2	-0.7
O=[N+]([O-])c1ccc(O)c(Nc2ncnc3ccccc23)c1	11.7	10.9	-9.5	-7.5	1.6	17.4	-1.9	-3.0
O=C(Cc1ccc(Br)cc1)NC1CCCCC1	-4.3	-4.9	-0.3	-23.6	5.4	-7.2	1.5	-2.7
O=c1[nH]c(C2CCN(S(=O)(=O)c3ccc4c(c3)OCCO4)CC2)nc2c1nnn2Cc1ccccc1F	11.8	-3.4	-8.6	-2.5	7.2	14.5	-14.9	-6.3
CCN1C(=O)c2cccc3c(S(=O)(=O)NCCCN4CCOCC4)ccc1c23	7.3	1.9	0.3	7.8	-4.9	3.4	-2.7	5.7
c1ccc(CCc2cn(C[C@H]3CC[C@@H]([C@@H]4CC[C@H](Cn5cc(CCc6ccccc6)nn5)O4)O3)nn2)cc1	2.4	3.2	2.9	5.0	-1.2	-6.9	5.7	-5.6
COc1ccccc1N1CCN(C(=O)CCC(=O)Nc2nnc(CC(C)C)s2)CC1	7.4	-8.4	1.8	3.9	2.0	10.1	-4.8	-3.0
O=C(COC(=O)[C@@H]1CC(O)CN1S(=O)(=O)c1ccc([N+](=O)[O-])cc1)NC12CC3CC(CC(C3)C1)C2 (some centres undefined)	-12.4	-15.1	-6.1	3.4	-9.1	-24.8	-13.6	3.3
Cc1cccc(OCC(=O)Nc2ccc3c(c2)nc(CCN2CCN(C)CC2)n3C)c1	11.9	-2.7	3.2	3.9	-5.9	0.0	-8.2	-2.9
COCCSc1ccccc1C(=O)Nc1nncs1	11.3	-1.1	-1.8	-27.6	-12.6	-5.8	6.7	-3.5
NC1=NC2(CCCCC2)N(c2ccc(F)cc2F)C(N)=N1	4.6	-8.2	1.3	-21.6	-3.7	-7.3	-2.1	-3.6
COc1cc(OC)cc(C(=O)Nc2nc(CC(=O)NC(C)c3ccccc3)cs2)c1 (centres undefined)	6.6	-6.0	6.2	-7.5	-6.7	1.5	-16.8	2.9
CCn1cc(C(=O)NCc2ccc(C)o2)c2cc(OC)c(OC)cc2c1=O	-4.0	-0.5	-1.7	-2.4	-3.8	1.5	-5.8	-4.9
Cc1ccccc1CSCCNC(=O)CCSc1ccccc1	20.7	3.9	-1.6	-9.5	-0.7	-3.3	1.8	-2.5
COc1ccccc1-n1c(C)cc(/C=C2\C(=N)N3N=C(CC(=O)N4CCOCC4)SC3=NC2=O)c1C	14.4	5.2	-1.7	-5.2	5.9	28.0	6.8	-0.8
O=S(=O)(c1cccc2cnccc12)N1CCNCC1	6.0	4.2	-1.6	-1.2	6.4	-3.0	7.0	-3.9
COc1cccc(NC(=O)COC(=O)/C=C/c2ccco2)c1	9.1	9.6	-2.1	-17.9	-14.7	-0.5	3.9	-5.8
COc1c(OC(C)=O)ccc(/C=N\NC(=O)c2ccc(Br)cc2)c1[N+](=O)[O-]	2.1	14.1	-26.5	4.0	1.6	9.9	11.2	-4.4
Cc1ccc(-n2cnc3c(sc4nc(N5CCOCC5)c5c(c43)CCCC5)c2=O)cc1	18.5	-3.6	34.2	·	35.2	6.5	1.5	-4.3
CC[C@H](C)[C@H]1CNC(=S)N1CC1CCN(CCCC2CCCC2)CC1	0.2	-2.4	·	8.7	-1.0	·	·	·
O=C(Nc1ccc(-n2cccn2)cc1)C1CCN(Cc2ccsc2)CC1	14.9	3.1	-5.2	16.2	0.3	-7.4	1.0	-4.4
O=C(N/N=C/c1cccc(OC(=O)c2ccccc2Cl)c1)c1cccnc1	5.5	1.9	3.5	-15.5	-15.4	-22.2	-6.9	4.2
Cc1ccccc1-c1nc(C#N)c(NCc2ccco2)o1	9.2	-6.4	12.9	23.9	-12.3	2.5	0.1	0.9
Cc1cccc(NC(=O)CSc2nnc(C)n2Cc2ccccc2)c1	0.0	2.0	-3.5	-2.2	1.1	-9.6	7.3	-1.5
COc1ccc(C(=O)N2CC3(C)CC2CC(C)(C)C3)cc1OC (centres undefined)	22.7	3.5	4.0	-15.3	-11.2	3.1	-4.5	1.2
CCOC(=O)N1CCN(C(=O)c2ccc(S(=O)(=O)Nc3ccc(C)cc3)cc2)CC1	6.3	2.4	6.0	29.5	1.0	3.0	-1.9	-0.6
COCCN(C(=O)c1cccc(OC)c1)c1nnc(-c2ccncc2)s1	-4.0	-5.4	8.1	-6.2	2.0	13.1	-7.5	-2.1
O=C(NC(=S)Nc1ccccc1Br)C1CCCC1	14.5	3.2	9.5	-4.8	4.7	8.9	4.8	-6.0
O=C(O)c1cccc2c1C(=O)c1ccccc1-2	-7.6	-11.0	0.8	0.5	10.2	-7.7	-6.6	5.5
COc1cc(OC)cc(-c2cc3ncccc3cn2)c1	6.3	10.5	11.0	15.9	-7.2	17.9	-15.5	1.5
Cc1c(Cl)c([N+](=O)[O-])nn1CCCC(=O)NCCc1ccccc1	10.4	-9.0	-3.4	-28.2	-4.3	-13.6	11.5	-1.3
CCOc1ccc(C(=O)Nc2cc(-c3nc4ccccc4[nH]3)ccc2C)cc1[N+](=O)[O-]	7.7	16.2	-6.8	0.8	13.2	5.9	22.9	4.5
O=C(CCN1C(=O)c2ccccc2C1=O)NC(=S)Nc1cccc(Cl)c1	27.7	8.8	3.1	-6.5	-3.4	9.6	-10.2	4.1
O=c1[nH]c(-c2ccccc2)cnc1-c1ccccc1	2.7	1.9	5.0	-55.8	-0.8	15.8	-0.2	-3.8
COc1cccc(NC(=O)c2nnn(Cc3ccc(Br)cc3F)c2N)c1	7.5	-5.4	10.8	-20.1	-0.3	-7.9	-3.9	0.5
O=C(COc1ccc(-n2cnnn2)cc1)Nc1ccc(Br)cc1F	2.7	-14.2	-0.5	-6.9	0.1	13.1	-6.4	-4.4
CCc1ccc(S(=O)(=O)Nc2ccc(N3CCN(C)CC3)cc2)cc1	6.3	3.0	2.9	4.1	0.8	19.1	-3.8	-4.0
O=C(NCc1cccc(Br)c1)C1CC2Cn3c(nc4ccccc43)C2N1Cc1ccccc1 (centres undefined)	9.1	1.8	1.4	15.4	5.6	2.6	4.7	-4.2
CC(CNC(=O)CCn1ccc2cc(S(=O)(=O)N3CCCC3)ccc21)c1ccccc1 (centres undefined)	17.8	4.0	10.3	9.3	7.1	-6.4	-5.6	-2.0
COc1ccc(NC(=O)c2ccccc2-c2ccc(C(F)(F)F)cc2)cc1S(=O)(=O)N1CCOCC1	7.1	15.5	-7.7	4.4	0.2	6.4	-8.0	-1.0
